H37Rv inhibition – M. tuberculosis growth inhibition, HTS (AID 449762). M. tuberculosis H37Rv growth inhibition, 7H9 media; higher % means a stronger effect. hit rate 0.59% among 330,000. inhibition, % at 25 µM, or IC50 in µM where a hit was titrated; in the data active = a potency from the dose series; inconclusive = inhibition above about 70% without an active follow-up result;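 also: bacterial growth assessed after seven days of incubation; strong numbers were not always called active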
tuberculosis growth – growth inhibition of non-replicating M. tuberculosis (AID 488890). Mycobacterium tuberculosis non-replicating, growth inhibition; higher % means a stronger effect. one-dose inhibition, % at 25 µM; IC50 in µM for titrated hits. hit rate 0.39% among 320,000; in the data active = a potency from the dose series; inconclusive = inhibition mostly from about 82% at the one dose, without a potency; inactive = the rest, 99 in 100 with inhibition below about 76%;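 also: plate controls were DMSO cells for no effect and high antibiotic wells for full effect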
VEEV TC-83 Vero – inhibitors of VEEV TC-83 cytopathic effect, confirmation, Vero cells (AID 588727) | hit rate 0.13% among 350,000 | one-dose inhibition, % at 20 µM; IC50 in µM for titrated hits | Vero cells, VEEV TC-83 cytopathic effect inhibition; higher % means a stronger effect; in the data active = a potency from the dose series; inconclusive = inhibition mostly from about 14% at the one dose, without a potency; inactive = the rest, 99 in 100 with inhibition below about 12%; also: strong numbers were not always called active
Salmonella PhoP GFP – Inhibition of PhoP regulon, Salmonella typhi GFP reporter cells, confirmation, 4 h (AID 1850) | hit rate 0.33% among 310,000 | one-dose inhibition, % at 50 µM; IC50 in µM for titrated hits | Salmonella Typhi PhoP-promoter GFP reporter, fluorescence, 4 h; higher % means a stronger effect; in the data active = a potency from the dose series; inconclusive = inhibition mostly from about 25% at the one dose, without a potency; inactive = the rest, 99 in 100 with inhibition below about 19%;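 also: 0% = induced wells with vehicle and 100% = uninduced wells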
H1N1 NS1A inhibition – H1N1 influenza NS1A inhibitors, functional cell based assay (AID 504329). NS1A functional cell-based assay, percent inhibition; higher % means a stronger effect. inhibition, % at 12.5 µM; hits with a dose series show IC50 in µM. hit rate 0.3% among 340,000; in the data active = a potency from the dose series; inconclusive = inhibition above about 27% without an active follow-up result; also: strong numbers were not always called active
VEEV TC-83 Vero 10K pilot screen – also measured in VEEV TC-83 Vero; calls as there; inhibition, %; measured here: 10K pilot screen inhibition
* hit, by the source's call; i = inactive; ? = inconclusive; . = not tested or not shown. This is a random part of the collection. About 1.5% of those tested had a hit in this group.

SMILES	H37Rv inhibition	tuberculosis growth	VEEV TC-83 Vero	Salmonella PhoP GFP	H1N1 NS1A inhibition	others
CO[C@H]1C=C2CCN(C)[C@H]2C2c3cc4c(cc3C(=O)O[C@@H]21)OCO4 (some centres undefined)	-4%	-3%	0.1%	4%	-1%
COc1ccc(-c2cnc[nH]2)cc1	5%	14%	0.6%	-4%	3%
CS(=O)(=O)c1ccc2nc(NC(=O)CCNC(=O)c3ccc([N+](=O)[O-])cc3)sc2c1	.	.	0.6%	.	-3%
Cc1ccc(-n2nc3c(c2NC(=O)c2ccc4c(c2)OCO4)CSC3)c(C)c1	.	.	4.0%	-3%	-8%
O=C(O)c1ccccc1NSc1ccccc1[N+](=O)[O-]	4%	43%	2.4%	-8%	-7%
CCC(C)C(NC(=O)C(N)CC(C)C)C(=O)NC(CCC(=O)OCc1ccccc1)C(N)=O (centres undefined)	7%	-4%	i	-14%	7%
COC(=O)[C@@]12CCCCN1[C@H](c1ccc(-c3ccc(C(C)=O)cc3)cc1)[C@H]1C(=O)N(C)C(=O)[C@H]12	-2%	-2%	7.9%	2%	2%
CC(C)C(NC(=O)c1ccc(Cl)cc1)C(=O)NC1=NCCS1 (centres undefined)	3%	13%	3.9%	-7%	3%
O=C(OCC(=O)N1CCN(C(=O)c2ccco2)CC1)c1cc(-c2ccc(F)cc2)nc2ccccc12	?	28%	8.1%	6%	-7%
CN(C)C(=O)c1ccccc1Sc1ccc(Cl)cc1Cl	8%	21%	0.7%	8%	-6%
Cc1ccc(NC(=O)CCNC(=O)c2ccc(Br)cc2)cc1S(=O)(=O)N1CCCCCC1	22%	12%	1.4%	3%	-14%
COc1ccccc1OC(=O)c1ccc2nsnc2c1	52%	64%	i	-6%	-1%
S=c1nc(C2CC2)n(-c2ccccc2)[nH]1	-8%	-4%	5.5%	19%	-23%
Cc1nnc(NCCc2ccccc2)n(N)c1=O	-7%	-7%	0.6%	-5%	1%
COc1ccc(NC(=O)COC(=O)CCCC2=NS(=O)(=O)c3ccccc3N2)cc1Cl	3%	5%	0.1%	16%	-2%
CCN(CC(=O)Nc1c(F)cccc1F)C(=O)c1ccc(Cl)c(S(=O)(=O)N2CCCC2)c1	-2%	-4%	0.6%	4%	-11%
CCOC(=O)C1(Cc2cccc(F)c2)CCN(Cc2ccon2)CC1	-3%	10%	0.7%	12%	.
CCC(Oc1ccccc1)C(=O)Nc1nnc(S(=O)(=O)N2CCCC2)s1 (centres undefined)	2%	.	5.4%	-7%	0%
CCN(CC)S(=O)(=O)c1ccc(OC)c(NC(=O)C2CC(=O)N(c3ccc4c(c3)OCCO4)C2)c1 (centres undefined)	-7%	8%	0.8%	-3%	16%
COc1cc(OC)c2c(C)cc(=O)oc2c1C(CCN1CCOCC1)c1ccc2c(c1)OCO2 (centres undefined)	0%	14%	0.2%	6%	-14%
CC1CN(c2ccc(NC(=S)NNCCC#N)cc2)CC(C)O1 (centres undefined)	-6%	34%	0.1%	6%	-14%
CCOc1ccccc1CNS(=O)(=O)c1ccc(-c2cnc(C3CC3)o2)cc1	0%	12%	1.6%	-3%	0%
COc1ccc(N(CC(=O)N2CCN(C)CC2)S(C)(=O)=O)cc1OC	3%	-18%	0.1%	5%	9%
COC(=O)c1cc(NS(=O)(=O)c2ccc(Cl)c(N3C(=O)c4ccc(C(=O)O)cc4C3=O)c2)cc(C(=O)OC)c1	-2%	55%	i	1%	1%
O=C1CCCN1CCC(=O)N1CCCC(Nc2ccc(F)cc2)C1 (centres undefined)	-10%	-8%	0.8%	-11%	-5%
CC1CCN(C(=O)COc2ccc3ccccc3c2Br)CC1	69%	?	2.1%	-10%	17%
CC(=O)Nc1ccc2c(c1)CC1(C(=O)N(C)C(=O)N(C)C1=O)C1CCCN21 (centres undefined)	0%	-3%	4.7%	4%	-9%
COc1ccc(-n2ncc3c2CC(C)(C)CC3NC(=O)CSc2ccccn2)cc1 (centres undefined)	6%	-9%	2.4%	-28%	14%
CCOc1ccc(OCCC(=O)N2CCN(S(=O)(=O)c3cccc(F)c3)CC2)cc1	0%	16%	7.1%	4%	-4%
CN(C)c1ccc(C(O)c2cc3ccccc3s2)cc1 (centres undefined)	.	.	2.0%	.	11%
Cc1cccc(NC(=O)CNC(=O)c2cccc(S(=O)(=O)NCc3cccs3)c2)c1C	1%	-4%	0.8%	.	4%
CCN(CC)N=Nc1ccc(S(=O)(=O)N2CCSC2C(=O)O)cc1 (centres undefined)	-3%	-5%	0.8%	-11%	0%
O=C(Nc1ccnc(-c2cccnc2)n1)c1cccc(Cl)c1Cl	1%	0%	4.0%	0%	-1%	VEEV TC-83 Vero 10K pilot screen=2.5
CCc1nnc(NC(=O)CSc2nnc(COc3ccccc3)n2-c2ccc(C)cc2)s1	-2%	-9%	2.4%	-7%	-1%
NNC(=O)/C(=C/c1cccs1)NC(=O)c1ccccc1Cl	2%	.	i	-14%	2%
O=C(NN=C1CCCCCC1)c1cc(-c2ccccc2)nc2ccccc12	5%	-4%	0.1%	5%	3%
O=[N+]([O-])c1ccc(CN2CCN(c3ccc4ccccc4n3)CC2)cc1	-3%	7%	0.7%	-9%	4%
CC(C)CNC(=O)COC(=O)c1cncc(Br)c1	-5%	20%	1.5%	-3%	1%
CCCCc1nc2sc3c(=O)n(N)cnc3c2c2c1CCC2	-2%	31%	i	-7%	-1%
CC(COc1ccccc1)N(CCCl)Cc1ccccc1 (centres undefined)	0%	0%	1.2%	9%	-3%
Cc1ccnn1CCC(=O)O	0%	-1%	0.4%	3%	-18%
O=[N+]([O-])c1ccc(Nc2cccc(F)c2)nc1	9%	.	0.3%	-16%	4%
Cc1cc(C)cc(OC(C)C(=O)Nc2ccc(S(=O)(=O)Nc3cc(C)nc(C)n3)cc2)c1 (centres undefined)	-5%	15%	11%	1%	-8%
Cc1cccn2c(=O)c3cc(C#N)c(=NC(=O)c4cccnc4)n(CC4CCCO4)c3nc12 (centres undefined)	-1%	-9%	8.3%	7%	6%
O=C(c1c[nH]cc1-c1ccccc1)c1cccc2ccccc12	5%	10%	9.6%	-4%	-14%
CCCOc1cccc(C(=O)Nc2ccc(CN3CCOCC3)cc2)c1	-2%	22%	2.4%	0%	20%
COC(=O)c1ccc(CO/N=C/c2ccc(OC)cc2OC)cc1	?	73%	i	-12%	-8%
CC(=O)C[C@H](O)CC(=O)[C@H]1OC(=O)[C@H](C)C/C=C\Cc2ccccc21	0%	-5%	6.5%	.	11%
CCn1nccc1C(=O)Nc1cc(Cl)cc(Cl)c1	13%	21%	5.1%	25%	-2%
CC(C)(C)NC(=O)NC(=O)COC(=O)Cn1cnc2ccccc2c1=O	-2%	0%	0.9%	-5%	-15%
COc1ccc(C(=O)N/C(=C\c2ccccc2)C(=O)NCCCn2ccnc2)cc1	10%	-14%	0.8%	-9%	4%
CCOc1cc(/C=C2\COc3ccccc3C2=O)cc(Br)c1OCC(=O)N(C)C	2.8µM*	?	2.2%	-8%	2%
CC(C)(C)NC(=O)C(OC(=O)c1ccco1)c1ccccc1F (centres undefined)	3%	-7%	0.1%	2%	-3%
COc1cccc(Oc2nnnn2-c2ccccc2)c1	-5%	.	i	-5%	-1%
CC[C@]12C(=O)N(C)C[C@H]([C@@H]3C(=O)N(C)C(=O)[C@@H]31)N2C(=O)c1ccc(F)cc1	.	.	0.7%	.	3%
Cc1cc(C(=O)OCC(=O)Nc2cccc([N+](=O)[O-])c2)c(C)o1	5%	20%	0.6%	.	-4%
S=C(Nc1ccc(Cl)cc1)N1CCCCC1	11%	10%	1.8%	2%	-7%
C/C=C\C(=O)Nc1cccc(C2=NOC3(C2)C[C@H](C(N)=O)N(C(=O)/C=C/CC)C3)c1 (some centres undefined)	-5%	-4%	0.7%	-11%	0%
O=C(CN(Cc1ccc(Cl)cc1)S(=O)(=O)c1ccccc1)NCC1CCCO1 (centres undefined)	-6%	3%	3.9%	-2%	-3%
Cc1c(C(c2ccccc2O)c2c(C)n(C)n(-c3ccccc3)c2=O)c(=O)n(-c2ccccc2)n1C	1%	12%	i	8%	-5%
Next section:
SMILES	H37Rv inhibition	tuberculosis growth	VEEV TC-83 Vero	Salmonella PhoP GFP	H1N1 NS1A inhibition	others
CNc1ncc(C(=O)c2ccccc2)s1	2%	6%	0.8%	4%	0%
COc1ccc(-n2c(=O)c3ccccc3n(Cc3cccc(C)c3)c2=O)cc1OC	-11%	-16%	i	-11%	13%
O=C(O)CC(NCc1ccco1)C(=O)OCC1CCCO1 (centres undefined)	-5%	-1%	0.1%	-10%	-15%
CCOc1ccccc1CNC(=O)c1cn(C)c(=O)c2c1c1ccccc1n2C	11%	3%	52%	-2%	-10%
COC(=O)c1ccc(SCc2cnc(Cl)s2)cc1	-1%	74%	1.2%	0%	-2%
Cc1cccc(N2C(=O)CN(Cc3ccccc3)C2=S)c1	7%	27%	i	2%	-6%
CCOP(=O)(CCP(=O)(OCC)OCC)OCC.C[CH2][Sn]([Cl])([Cl])[CH2]C	.	.	13%	.	1%
O=C(Cc1ccccc1Cl)Nc1cccc(S(=O)(=O)N2CCOCC2)c1	-4%	3%	1.8%	1%	-1%
COc1ccc(N(CC(=O)NC2CCS(=O)(=O)C2)S(=O)(=O)c2ccc(Cl)c(Cl)c2)cc1 (centres undefined)	.	.	0.9%	.	0%
COc1ccc(NC(=O)CCN2CCN(S(=O)(=O)c3ccc(F)cc3)CC2)cc1	6%	2%	0.3%	4%	-7%
O=C(COc1ccccc1Cl)Nc1ccc(C(=O)c2ccc(C(=O)O)cc2)cc1	-1%	0%	1.3%	12%	2%
Cc1ccc(C(=O)Nc2cccc([N+](=O)[O-])c2)cc1S(=O)(=O)Nc1ccc(C(=O)O)cc1	1%	-11%	0.0%	-5%	6%
CC(=O)Nc1ccc(S(=O)(=O)NC2=NCN(c3ccc([N+](=O)[O-])cc3)CN2)cc1	2%	9%	0.7%	-9%	6%
COc1ccc(/C=C2\C(=O)ON=C2c2ccccc2)cc1OC	3%	-5%	0.4%	6%	19%
Cc1ccnc(SCC(=O)Nc2cc(C)on2)n1	-6%	-9%	4.9%	-6%	-6%
O=C(CCS(=O)(=O)c1cccc2nonc12)NCc1ccc(Cl)cc1	67%	?	1.6%	3%	-3%
N#Cc1cccc(C#N)c1NCC1CCCO1 (centres undefined)	1%	-3%	i	1%	16%
O=C(COC(=O)CCc1ccc(S(=O)(=O)N2CCOCC2)cc1)Nc1cccc(Cl)c1	10%	24%	2.4%	3%	-4%
Cc1cc([N+](=O)[O-])cc2c1NC(c1ccccn1)C1CC=CC21 (centres undefined)	-1%	2%	0.1%	3%	10%
CCOC(=O)c1c(NC(=O)CSc2nnc(-c3cccnc3)n2Cc2ccco2)sc(C)c1C	-2%	16%	0.3%	7%	12%
O=[N+]([O-])c1ccccc1CN1CCN(Cc2ccccn2)CC1	-6%	9%	0.6%	13%	-2%	VEEV TC-83 Vero 10K pilot screen=0.0
N#Cc1ccc(OCC(=O)NC2CCCCCC2)cc1	4%	17%	i	.	-1%
O=C(CN1C(=O)NC2(CCc3ccccc3C2)C1=O)Nc1ccc(Cl)cc1F (centres undefined)	7%	-2%	1.1%	5%	22%
Cc1csc(-c2cccnc2)n1	3%	9%	1.8%	-1%	2%
CCN(CC)CCn1c(NS(=O)(=O)c2ccc(Cl)cc2)nc2ccccc21	-7%	3%	0.5%	-3%	1%

Source: PubChem
